High-throughput results from PubChem.
NCOA3 inh: inhibitors of human steroid receptor coactivator 3 (SRC3). 0.17% of 360,000 active. inhibition, % at 3.6 µM. HEK293 GAL4-SRC3 luciferase reporter, luminescence. Q9Y6Q9;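 active = inhibition above a per-campaign cutoff, the mean of all compounds plus 3 SD, cut at about 60% in these data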;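 also: 0% = DMSO-treated cells and 100% = gossypol-treated cells at 36 µM; higher means less SRC3-driven luciferase light from the GAL4 reporter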
NR2F2 inh: NR2F2 (human) inhibition, primary screen; P24468; HEK293T NGFI-A luciferase reporter, luminescence; inhibition, % at 8.6 µM; 0.7% of 370,000 active; AID 686940;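 active = inhibition above a per-plate cutoff, mean inhibition of test wells between control levels plus 3 SD, cut at about 38% in these data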;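 also: cells cotransfected with COUP-TFII expression vector driving the NGFI-A reporter; 0% = median of COUP-TF2 test wells and 100% = reporter-only cells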
Target sequence (P24468 whole entry, looked up): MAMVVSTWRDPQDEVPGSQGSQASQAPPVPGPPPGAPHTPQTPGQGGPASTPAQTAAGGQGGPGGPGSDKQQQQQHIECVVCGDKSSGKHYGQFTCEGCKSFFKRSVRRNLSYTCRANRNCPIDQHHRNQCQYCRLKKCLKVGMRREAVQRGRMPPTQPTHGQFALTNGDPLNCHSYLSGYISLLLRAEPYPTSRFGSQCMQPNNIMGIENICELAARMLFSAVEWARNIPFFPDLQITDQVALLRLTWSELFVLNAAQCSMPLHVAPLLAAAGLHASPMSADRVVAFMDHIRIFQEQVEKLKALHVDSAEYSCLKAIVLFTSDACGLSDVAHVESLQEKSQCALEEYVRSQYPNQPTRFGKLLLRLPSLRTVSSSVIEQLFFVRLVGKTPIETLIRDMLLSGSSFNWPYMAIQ
CF NFkB block: inhibitors of cystic fibrosis induced NF-kB; KKLEB NF-kB-GFP reporter, PAF-induced, GFP fluorescence overnight; 0.86% of 360,000 active; inhibition, % at 5 µM;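 active = at least 50% inhibition at 5 µM, scaled per plate between neutral and stimulator controls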;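 also: PAF is a Pseudomonas aeruginosa culture filtrate used as stimulus; plate controls were PAF-stimulated DMSO wells for no effect and unstimulated DMSO wells for full effect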
EBV LMP1 NFkB: reduces LMP1-driven NF-kappaB luciferase signal. LMP1-induced NF-kappaB luciferase reporter cells, luminescence. inhibition, % at 12.5 µM. 0.69% of 350,000 active. AID 504558; in the data active = inhibition above about 41%;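 also: 0% = neutral control wells and 100% = reference inhibitor control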
KKLEB tox: reduces viability of KKLEB cystic fibrosis airway cells; activity change (cytotoxicity), % at 5 µM; KKLEB CF airway cells viability, ATPlite luminescence, overnight; active compounds read low; cells stimulated with P. aeruginosa culture filtrate; 0.36% of 360,000 active;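 active = corrected activity change at or below -50% at 5 µM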
TWEAK Fn14 block: blocks TWEAK-Fn14 interaction in a reporter cell assay | TWEAK-stimulated Fn14 reporter cells, luciferase luminescence, 8 h | inhibition, % at 10 µM | 2% of 360,000 active | AID 1159606; in the data active = inhibition above about 50%
TROY signal inh: blocks TROY-dependent signaling in reporter cells. AID 1347056. Q293 LMP1-TROYcd NF-kB luciferase reporter, 4 h. 0.98% of 360,000 active. inhibition, % at 10 µM;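 active = compounds whose plate-normalised and pattern-corrected inhibition of the luciferase reporter signal at the single screening dose is 50% or more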
TRAIL sens C8: sensitizes caspase-8 expressing cells to TRAIL; NB7+C8 cells + TRAIL, ATPlite viability luminescence; inhibition (viability loss, TRAIL sensitization), % at 10 µM; 1% of 360,000 active; AID 624354;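 active = compounds causing at least 50% loss of cell viability in the single-dose screen, relative to plate controls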
Shn3 3UTR inh: Schnurri-3 reporter inhibition in Clone20 osteoblasts; 0.52% of 360,000 active; Clone20 osteoblast Shn3 3'UTR firefly luciferase, 24 h; inhibition, % at 12.5 µM; AID 588674;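 active = mean inhibition of at least 75% with every replicate also reaching 75%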;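 also: 0% = median of neutral control wells and 100% = pilot-screen positive control compound; some compounds past the cut are filed as inactive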
LRH-1 inv ag: suppresses constitutive activity of human LRH-1. 0.13% of 360,000 active. O00482. HEK293T StAR-luciferase reporter, LRH-1 transfected, 24 h. AID 602396. inhibition, % at 3.6 µM;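 active = inhibition above the mean inhibition of all tested compounds plus 3 SD, cut at about 73% in these data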;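 also: 0% = DMSO wells and 100% = reporter-only cells lacking LRH-1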
Target sequence (O00482 whole entry, looked up): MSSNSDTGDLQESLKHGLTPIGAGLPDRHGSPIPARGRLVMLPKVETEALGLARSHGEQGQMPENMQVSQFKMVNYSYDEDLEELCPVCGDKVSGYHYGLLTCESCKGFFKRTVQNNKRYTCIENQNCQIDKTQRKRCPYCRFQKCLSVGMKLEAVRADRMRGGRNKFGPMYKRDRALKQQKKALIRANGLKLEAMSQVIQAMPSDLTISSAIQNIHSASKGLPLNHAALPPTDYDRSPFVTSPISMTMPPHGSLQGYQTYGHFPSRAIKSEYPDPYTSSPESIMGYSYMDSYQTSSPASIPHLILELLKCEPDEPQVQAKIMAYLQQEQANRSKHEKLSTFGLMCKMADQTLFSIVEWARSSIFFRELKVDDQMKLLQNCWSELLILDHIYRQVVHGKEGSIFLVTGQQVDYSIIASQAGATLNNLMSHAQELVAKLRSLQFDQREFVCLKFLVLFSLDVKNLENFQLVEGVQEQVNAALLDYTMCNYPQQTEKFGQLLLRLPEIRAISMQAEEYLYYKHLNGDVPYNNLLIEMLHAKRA
NCOA1 inh: inhibits human SRC1 coactivator. Q15788. HEK293 GAL4-SRC1 luciferase reporter, luminescence. inhibition, % at 3.6 µM. 0.12% of 360,000 active. AID 588354;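 active = inhibition above the campaign mean plus 3 SD, with each screening campaign given its own cutoff, cut at about 60% in these data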;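 also: 0% = DMSO treated cells and 100% = gossypol at 36 µM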
* hit, by the source's call; / = not tested or not shown. Some of the compounds tested, so the mix of outcomes need not match the whole.

SMILES | NCOA3 inh | NR2F2 inh | CF NFkB block | EBV LMP1 NFkB | KKLEB tox | TWEAK Fn14 block | TROY signal inh | TRAIL sens C8 | Shn3 3UTR inh | LRH-1 inv ag | NCOA1 inh
CC1(C)CC2c3cccc(C(=O)O)c3C(=O)N2c2c1ccc1ccccc21 (stereo not given) | -2 | -4 | 24 | 5 | -2 | -3 | -8 | 10 | -1 | -12 | -21
O=C(c1cc([N+](=O)[O-])ccc1N1CCOCC1)N1CCN(S(=O)(=O)c2ccc(F)cc2)CC1 | 21 | -20 | 9 | -1 | -8 | -20 | -3 | 25 | 2 | -6 | -10
CC(C)c1nnc(NC(=O)c2c(O)c3cccc4c3n(c2=O)CCC4)s1 | 6 | 3 | 11 | 7 | -7 | 7 | 26 | 60* | 1 | 17 | -11
CN(C)c1ccc(CNCc2cccnc2)cc1 | 11 | 6 | -16 | / | 12 | -10 | -30 | 15 | -9 | 8 | 3
Cc1ccccc1Cn1cnc2c([N+](=O)[O-])c(C)c(C)cc21 | 11 | 5 | 8 | 4 | -12 | -1 | 20 | 5 | 13 | -11 | 11
O=C(Cc1ccc(NC(=O)C2CCN(C(=O)C3CC3)CC2)cc1)Nc1cccc(C(=O)N2CCCC2)c1 | -9 | -2 | 7 | -2 | 9 | -2 | 5 | 1 | -5 | -14 | -5
CCOC(=O)c1c(C)[nH]c(C(=O)COC(=O)CNC(=O)c2ccc(Cl)cc2)c1C | -5 | 1 | 1 | -9 | -14 | 1 | 11 | -7 | -1 | 2 | -11
O=C(CCNS(=O)(=O)c1ccccc1)N1CCCCCCC1 | -9 | -10 | -6 | -8 | 2 | -1 | -19 | -6 | -19 | -13 | -16
Cc1nc(SCC(=O)O)n[nH]1 | -4 | 10 | 0 | -1 | -1 | -2 | -20 | -9 | 4 | -19 | -17
O[C@@H]([C@H](O)[C@H](O)CBr)[C@H](O)CBr | -4 | 23 | 0 | -3 | 9 | -6 | 10 | -1 | -2 | 17 | 1
CCOC(=O)C(=O)NCC(c1cccs1)S(=O)(=O)c1ccc(F)cc1 (stereo not given) | 6 | -3 | 2 | -3 | 2 | 2 | -4 | 3 | -1 | 13 | -1
O=C(c1cc(Br)c(Br)s1)N1CCc2ccccc2C1 | -32 | -14 | 7 | -2 | -11 | -10 | -34 | 20 | -10 | -9 | -7
O=C(CSc1nnc(-c2cccnc2)n1-c1ccccc1)NCc1ccc2c(c1)OCO2 | 12 | -10 | 12 | -9 | -3 | 8 | 16 | 2 | -6 | 4 | -2
CC(C)OC(=O)CSc1nc(N)c(C#N)cc1C#N | -50 | 0 | 16 | -5 | -11 | 8 | -22 | 2 | -12 | -27 | -37
COc1ccc(-n2c(C)cc(C(=O)COc3ccc(C)nc3[N+](=O)[O-])c2C)cc1 | 38 | 25 | -4 | 19 | 11 | 50 | 58* | 9 | 72 | 14 | 4
CCSC1=C(C#N)C(CC(C)C)C2=C(CCCC2=O)N1 (stereo not given) | 7 | 18 | -9 | / | -15 | -6 | 9 | 4 | 5 | -1 | 1
NS(=O)(=O)c1cccc(NC(=O)C(Cc2ccccc2)NC(=O)c2ccccc2)c1 (stereo not given) | 9 | -8 | -18 | -3 | 3 | -3 | -1 | -20 | -19 | -11 | -17
O=C(NC1=NCCS1)c1sc2cc(Cl)cc(Cl)c2c1Cl | 8 | 13 | -19 | 4 | 1 | 10 | -71 | 1 | 16 | -15 | 2
O=C1C2CCCN2C(c2ccccc2F)N1c1cccc(Cl)c1 (stereo not given) | 7 | 12 | 4 | -3 | -2 | 2 | 3 | -17 | 2 | -7 | -7
COc1cc(OC)cc(C(=O)N[C@H](C(=O)OCC(=O)c2ccc(F)cc2)C(C)C)c1 | 6 | -14 | -16 | -9 | 11 | 3 | -10 | 6 | -2 | 4 | 5
Cc1c(C(=O)NC(C)c2ccccn2)oc2c(Cl)cccc12 (stereo not given) | -25 | -20 | -18 | -7 | 8 | -11 | -17 | 8 | 4 | 11 | -9
COc1ccc(Cl)c(NC(=O)C/C(C)=N/NC(=O)CCc2ccccc2)c1 | 1 | 17 | -15 | -5 | 5 | -17 | 4 | -10 | 6 | 9 | -53
CC1CCN(C(c2cc3cc4c(cc3[nH]c2=O)OCO4)c2nnnn2CC2CCCO2)CC1 (stereo not given) | 14 | / | -8 | -2 | 10 | 2 | -13 | -7 | 2 | 18 | 6
O=C(NCCNc1ccc(Cl)cc1[N+](=O)[O-])c1cccnc1 | -4 | 22 | 4 | 11 | 4 | 9 | 4 | 3 | 39 | 8 | 12
CCOC(=O)CP(=O)(c1ccccc1)c1ccccc1 | 21 | 9 | -12 | 1 | 13 | -1 | -22 | -6 | 4 | 8 | 2

One compound at a time (already shown). Values in the order: NCOA3 inh | NR2F2 inh | CF NFkB block | EBV LMP1 NFkB | KKLEB tox | TWEAK Fn14 block | TROY signal inh | TRAIL sens C8 | Shn3 3UTR inh | LRH-1 inv ag | NCOA1 inh
Profile of Cc1nc(SCC(=O)O)n[nH]1 = -4 | 10 | 0 | -1 | -1 | -2 | -20 | -9 | 4 | -19 | -17
Profile of CC(C)OC(=O)CSc1nc(N)c(C#N)cc1C#N = -50 | 0 | 16 | -5 | -11 | 8 | -22 | 2 | -12 | -27 | -37
Profile of CC(C)c1nnc(NC(=O)c2c(O)c3cccc4c3n(c2=O)CCC4)s1 = 6 | 3 | 11 | 7 | -7 | 7 | 26 | 60* | 1 | 17 | -11
Profile of NS(=O)(=O)c1cccc(NC(=O)C(Cc2ccccc2)NC(=O)c2ccccc2)c1 (stereo not given) = 9 | -8 | -18 | -3 | 3 | -3 | -1 | -20 | -19 | -11 | -17
Profile of Cc1c(C(=O)NC(C)c2ccccn2)oc2c(Cl)cccc12 (stereo not given) = -25 | -20 | -18 | -7 | 8 | -11 | -17 | 8 | 4 | 11 | -9

(next part)
SMILES | NCOA3 inh | NR2F2 inh | CF NFkB block | EBV LMP1 NFkB | KKLEB tox | TWEAK Fn14 block | TROY signal inh | TRAIL sens C8 | Shn3 3UTR inh | LRH-1 inv ag | NCOA1 inh
CN(C)S(=O)(=O)n1cc(/C=C(\NC(=O)c2ccccc2Cl)C(=O)NCCCn2ccnc2)c2ccccc21 | 12 | -8 | -4 | 9 | -18 | -3 | 0 | 29 | -5 | -19 | 8
COc1ccc(S(=O)(=O)N2CCCCCC2)cc1NC(=O)c1c2c(nc3ccccc13)CCN(Cc1ccccc1)C2 | 14 | 8 | -8 | -8 | -15 | 28 | 14 | 13 | 11 | -4 | -19
O=C(CC(=O)OCc1ccccc1)OCc1ccccc1 | 10 | 0 | 10 | -1 | 14 | -5 | -6 | 9 | -13 | 12 | -5
Cc1[nH]n(-c2ccccc2)c(=O)c1C(C[N+](=O)[O-])c1ccc(Br)cc1 (stereo not given) | -1 | 13 | 8 | 11 | -11 | 14 | 5 | 4 | 83 | 37 | -2
CC(C)CNC(CC(=O)O)c1ccccc1 (stereo not given) | 8 | 24 | -14 | 0 | 1 | -1 | -3 | 0 | 7 | 15 | -8
COc1ccc(C(=O)NCCNc2nc3ccc(C)cc3cc2C#N)cc1OC | -19 | 3 | -4 | 17 | 7 | 12 | 12 | 4 | -2 | 12 | 3
Cc1cccc(-n2ccnc2CN2CCN(C3CCCC3)C(CCO)C2)c1 (stereo not given) | 10 | -13 | -4 | -1 | 8 | 19 | -6 | -12 | 2 | 3 | -22
COc1ccc(C(=O)NC2(C(F)(F)F)NC(=O)N(CCCc3ccccc3)C2=O)cc1OC (stereo not given) | 12 | -12 | -7 | 4 | 18 | 20 | 6 | 7 | 16 | 9 | -4
O=C(Cc1ccccc1[N+](=O)[O-])N1CCOCC1 | -4 | 3 | -4 | 9 | 2 | 5 | -4 | -3 | 10 | 2 | 7
N#CC1=C(N)Oc2ccc3ccc(O)cc3c2C1c1cccnc1 (stereo not given) | 22 | 14 | -2 | 16 | -2 | -6 | 3 | 0 | 10 | 5 | 10
Cc1ccc(C)c(NC(=O)CN(C)C(=O)c2ccc3ncsc3c2)c1 | 8 | -4 | 6 | 5 | -13 | 1 | -3 | -24 | -3 | -3 | -8
CC[N+](CC)(CC)C/C(N)=N/O | 15 | 9 | 14 | -14 | 2 | 20 | 11 | 1 | -5 | -1 | -6
Cc1ccc(Cl)c2c1NC(=O)C2(O)CC(=O)c1ccccc1O (stereo not given) | -5 | 7 | -14 | -1 | 3 | -5 | -4 | 1 | -8 | 3 | -7
CCCCc1ccc(S(=O)(=O)NC(=O)C2(C)CCN2C(=O)c2cccc(F)c2)cc1 (stereo not given) | 13 | 6 | -8 | / | -8 | 2 | 6 | 1 | -2 | 3 | 4
Fc1ccc(Cn2nnc3ccccc32)cc1 | -5 | / | 8 | 3 | -2 | -2 | -6 | -16 | 0 | 8 | -12
COc1ccc(O)c(C(=O)c2cnn(-c3ccc(Cl)cc3)c2)c1 | -15 | -15 | 25 | -4 | -5 | 10 | -15 | 10 | -17 | -48 | 1

7 compounds from above, reduced to NCOA3 inh.
mol | NCOA3 inh
COc1ccc(C(=O)NCCNc2nc3ccc(C)cc3cc2C#N)cc1OC | -19
Cc1cccc(-n2ccnc2CN2CCN(C3CCCC3)C(CCO)C2)c1 (stereo not given) | 10
COc1ccc(C(=O)NC2(C(F)(F)F)NC(=O)N(CCCc3ccccc3)C2=O)cc1OC (stereo not given) | 12
O=C(Cc1ccccc1[N+](=O)[O-])N1CCOCC1 | -4
N#CC1=C(N)Oc2ccc3ccc(O)cc3c2C1c1cccnc1 (stereo not given) | 22
Cc1ccc(C)c(NC(=O)CN(C)C(=O)c2ccc3ncsc3c2)c1 | 8
CC[N+](CC)(CC)C/C(N)=N/O | 15
